Source: PubChem BioAssay (National Center for Advancing Translational Sciences (NCATS))
S3 lipid droplet = qHTS Assay for Lipid Storage Modulators in Drosophila S3 Cells. Drosophila S3 cells, BODIPY lipid droplet fluorescence, 18-24 h; cells fed with added oleic acid. Potency in µM for hits, for the others lipid storage change, negative = inhibition, % at the top dose, mostly 46.1 µM. actives 0.64% (n = 320,000). AID 2685, 2010; active means well fitted inhibition curve with a large enough effect in the signal ratio, with a control signal flat, not every such curve was filed as active; inconclusive means small, poorly fitted or top-dose-only effect, or effect the other way, or a change in a side signal; the % refers to the signal ratio
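Laser-scanning cytometry quantifies lipid droplet accumulation (500–530 nm total intensity; droplet/cell object ratio) in oleic acid-fed (400 uM added) Drosophila S3 cells treated with a concentration series. 20 uM Triacsin C defined 100% inhibition.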
S3 lipid droplet cell count max = recorded beside S3 lipid droplet, whose call it bears; cell number change, %; measured here: cell count max response;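 cells counted by Cell Tracker Red CMTPX staining in the red channel; peak over a dose series mostly up to 46.1 µM; percent activity relative to internal control wells on each plate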
Active calls of the source: *; i = inactive; ? = inconclusive; . = not tested or not shown. On the % scale 0 is the no-effect control and ±100 the full control effect; potency means the concentration at half of the fitted maximal effect.

The line under a structure holds: S3 lipid droplet	S3 lipid droplet cell count max
O=C(NCc1cccnc1)/C(=C\c1ccc(-c2cccc(Cl)c2)o1)S(=O)(=O)c1ccccc1
→ ?	.
Cc1ccc2nc(SCC(=O)Nc3cc(C(F)(F)F)ccc3N3CCOCC3)[nH]c2c1
→ ?	.
O=C(Cn1nnc(-c2ccccc2-n2cnnn2)n1)NCc1ccccc1
→ i	22
N#CCCN(C(=S)Nc1ccc(S(=O)(=O)N2CCOCC2)cc1)c1ccccc1F
→ ?	.
CCOC(=O)c1c(S(=O)(=O)NCC(=O)Nc2ccc(F)cc2F)c(C)n(C)c1C
→ i	3
COc1ccc(S(=O)(=O)N(C(C)=O)c2ccc(OC(C)=O)c3ccccc23)cc1[N+](=O)[O-]
→ ?	.
CCN(CC)C(=O)Cn1cc(C(=O)C(=O)NCCCN2CCCCC2)c2ccccc21
→ -3%	7
CN(C)C(CNC(=O)c1cccc(OC(F)F)c1)c1ccco1 (stereo unspecified)
→ ?	.
O=C(COc1ccc(S(=O)(=O)N2CCCCC2)cc1Cl)N1CCCC1
→ ?	.
N#Cc1ccc2c(c1)NC(=O)C1CCCN21 (stereo unspecified)
→ -1%	-10
O=C(N/N=C1\CC(c2ccccc2)Oc2ccccc21)c1ccccn1 (stereo unspecified)
→ ?	.
CCOC(=O)C1=C(C)Nc2ccccc2N/C1=N\S(=O)(=O)c1ccccc1
→ 4%	-9
Cc1cc(C)c(C)c(S(=O)(=O)N2CCN(CC(=O)NC(=O)NCc3ccccc3)CC2)c1C
→ -7%	-27
CCC(=O)c1ccc(N2CCN(C(=O)c3ccccc3Br)CC2)c(F)c1
→ ?	.
CN(CCCNC(=O)CCC(=O)N1CCOc2ccc(Cl)cc21)Cc1ccccc1
→ -18%	-5
COc1ccc(-n2c(-c3ccc(Cl)cc3)c[nH]c2=S)cc1
→ ?	.
COc1cc(C(=O)O/N=C2\CCCc3c2ccc(OC)c3[N+](=O)[O-])cc(OC)c1OC
→ ?	.
CCCCn1c(N)c(N(CCOC)C(=O)c2ccc3c(c2)C(=O)N(c2ccccc2C)C3=O)c(=O)[nH]c1=O
→ 28%	18
CCc1nc(NC(C)C)c2oc3ccccc3c2n1
→ 6%	1
CN(Cc1nc2c(s1)CCCC2)C(=O)CCc1nnc(-c2ccccc2)o1
→ 9%	13
Cc1ccc(-c2nc3cnccn3c2Nc2c(C)cccc2C)o1
→ ?	.
O=C(NCc1ccco1)C1CCN(c2ccc(S(=O)(=O)N3CCOCC3)cc2[N+](=O)[O-])CC1
→ i	.
N#CCC(=O)Nc1ccc(C(=O)OCC(=O)c2ccc3c(c2)OCCO3)cc1
→ ?	.
Cc1cc(=O)n2[nH]c(C)c(-c3ccccc3)c2n1
→ 10%	-2
O=C(c1ccco1)N(Cc1cccc(F)c1)C1CCS(=O)(=O)C1 (stereo unspecified)
→ ?	.
Cc1ccc(N(C)S(=O)(=O)c2cccc(C(=O)NCCCN3CCCC3=O)c2)cc1
→ -6%	-19
Cc1ccc(NC(NC(=O)c2cccs2)C(Cl)(Cl)Cl)cc1C (stereo unspecified)
→ -13%	4
CC(=O)c1ccc(OCC(O)CN(C)Cc2cccs2)cc1 (stereo unspecified)
→ 15%	2
CC(=O)Nc1cccc(Nc2nc(-c3ccccc3F)nc3ccccc23)c1
→ -3%	4
CC(=O)Nc1ccc(NC(=O)CC(C)n2ccnc2)cc1 (stereo unspecified)
→ -1%	.
COCCCNC(=O)Cn1cc(C(=O)C2CC2)c2ccccc21
→ ?	.
CCOC(=O)c1c(NC(=O)CN2CCC(C)CC2)sc(C)c1C
→ ?	.
Cc1ccc(/C=c2\sc3nc(-c4cccs4)nn3c2=O)o1
→ ?	.
COc1ccc(OC)c(C2CC(c3ccc(NS(C)(=O)=O)cc3)=NN2C(=O)c2ccccc2)c1 (stereo unspecified)
→ ?	.
O/N=C(\COc1ccccc1O)c1ccccc1
→ 4%	10
Cc1cc(C)n2nc(SCC(=O)c3cc(C)n(CC4CCCO4)c3C)nc2n1 (stereo unspecified)
→ i	.
O=C(Nc1cccc(Cl)c1)c1cc(N=Nc2ccc([N+](=O)[O-])cc2Cl)ccc1O
→ ?	.
COc1ccc(-c2c([C@H]3[C@H]4C=CC[C@@H](C)[C@@H]4C(=O)N3Cc3ccccc3)ccc3ccccc23)cc1
→ -6%	0
CCc1cc2ccc(OC)cc2nc1SCC(=O)NNC(=O)c1ccco1
→ 11%	12
COc1ccc(CNC(=O)CN2c3ccccc3S(=O)(=O)c3ccccc32)cc1
→ i	.
CCCCCCCN1C(Nc2ccccc2)=NC[C@@H]1C
→ -21%	-3
CC(=O)Nc1ccc(SCCC2CCCCN2C)cc1 (stereo unspecified)
→ ?	.
COc1ccc(N2CCN(CC(=O)N3N=CCC3c3ccccc3)CC2)cc1 (stereo unspecified)
→ ?	.
O=C(NNc1cc(Cl)ccc1Cl)c1c(F)cccc1Cl
→ 4%	-1
COc1ccc(OCCCn2ccnc2)cc1
→ 10%	-4
CNC(=O)C1CCN(S(=O)(=O)c2c(C)noc2/C=C/c2cccc(C)c2)CC1
→ i	.
CCCCC(=O)NC(c1ccccc1Cl)c1c(O)ccc2ccccc12 (stereo unspecified)
→ ?	.
O=C(O)CC(NC(=O)Cc1ccccc1)c1cc([N+](=O)[O-])ccc1Cl (stereo unspecified)
→ ?	.
O=C(NCCc1ccc(Cl)cc1Cl)c1cccnc1
→ 0%	.
Cc1ccc(Cn2c(=O)c3c(nc4n3CCN4Cc3ccco3)n(C)c2=O)cc1
→ -1%	-11

(cont.)
The line under a structure holds: S3 lipid droplet	S3 lipid droplet cell count max
COc1cc(Cl)c(CN2CCCC(CO)(Cc3ccccc3F)C2)cc1OC (stereo unspecified)
→ ?	.
CCCCCCOC(=O)C1=C(C)NC(=O)NC1c1ccc(O)cc1 (stereo unspecified)
→ ?	.
CCOC(=O)c1ccccc1NC(=O)C1CC(=O)N(C2CCCCC2)C1 (stereo unspecified)
→ i	-13
S=c1[nH]nc(Cc2cccc3ccccc23)n1-c1ccccc1
→ ?	.
N#CC1(c2ccccc2)CCCN1C(=O)c1ccccc1Br (stereo unspecified)
→ ?	.
CCOc1cc(CNc2ccccc2)cc(Br)c1OCc1ccc(F)cc1
→ i	.
Cn1c(=O)n(C)c2cc(S(=O)(=O)NCCc3ccccc3)ccc21
→ ?	.
O=C(NCc1ccco1)c1cc2n(n1)C(C(F)(F)F)CC(c1ccc(F)cc1)N2 (stereo unspecified)
→ i	.
Cc1ccccc1OCc1nc2ccccc2c(=O)n1/N=C/c1cccc([N+](=O)[O-])c1
→ -17%	-10
Cc1ccc(/C=C2\CCC(C3CCCC3)C2=O)cc1 (stereo unspecified)
→ ?	.

Reprinted from the part before: two compounds, then new ones.
The line under a structure holds: S3 lipid droplet	S3 lipid droplet cell count max
Cc1ccccc1OCc1nc2ccccc2c(=O)n1/N=C/c1cccc([N+](=O)[O-])c1
→ -17%	-10
Cc1ccc(/C=C2\CCC(C3CCCC3)C2=O)cc1 (stereo unspecified)
→ ?	.
CCCCNCc1cc(Cl)c(OCCC)c(OCC)c1
→ ?	.
O=C(COC(=O)c1ccc(S(=O)(=O)N2CCCC2)cc1)NCc1ccc(F)cc1
→ -9%	-5
CCOC(=O)Cc1csc(NC(=O)c2ccc(F)cc2)n1
→ 0%	5
O=C(Nc1cccc(F)c1)NC1(C(=O)N2CCOCC2)CCCCC1
→ ?	.
O=C(O)C1=C[C@@H](c2ccc(Br)cc2)C[C@@H](OCc2ccc(CO)cc2)O1
→ 2%	22
CCOC(=O)c1cc(S(=O)(=O)NCc2ccco2)cn1C
→ ?	.
O=C(CCn1cccc1)Nc1ccc(F)cc1
→ ?	.
CC1(C(=O)NCCc2c[nH]c3ccccc23)C=CC2(CCCCC2)N1C(=O)c1ccccc1 (stereo unspecified)
→ 5%	-3
CCCCC1C(=O)CC[C@H]2[C@@H]1CC(=O)[C@@H]2C/C=C\CCCC(=O)O (stereo partly specified)
→ 9.2µM*	-6.6*
Cc1cccc(Cl)c1NC(=S)N1CCN(c2ccc([N+](=O)[O-])cn2)CC1
→ ?	.
O=C(CSc1nc2ncc(Br)cc2[nH]1)Nc1ccc2c(c1)OCO2
→ 23%	-5
O=C(NCCCO)C(=O)NCC1OCCCN1S(=O)(=O)c1cccs1 (stereo unspecified)
→ 10%	-3
O=C(N1CCOCC1)N1CCN(C(c2ccccc2)c2ccccc2)CC1
→ 9%	-9
Cc1onc(-c2c(F)cccc2Cl)c1C(=O)NNC(=O)C1CCN(Cc2cccc(F)c2)CC1
→ ?	.
CCCOc1ccc(C2C(C(=O)/C=C/c3ccco3)=C(O)C(=O)N2CCN2CCOCC2)cc1OC (stereo unspecified)
→ -5%	5
CS(=O)(=O)N1N=C(c2cccs2)CC1c1ccccc1 (stereo unspecified)
→ -11%	-2
CC(C)C(NC(=O)c1ccco1)C(=O)NCC(c1ccco1)N1CCCCC1 (stereo unspecified)
→ -9%	-2
Cc1nnc(N/N=C/C(C)c2ccccc2)[nH]c1=O (stereo unspecified)
→ -1%	3
N/C(COc1ccc(F)cc1)=N\NC(=O)c1cccnc1Oc1ccccc1
→ 12%	-12
O=C1CCCC(O)=C1N=Nc1c(Cl)cc(Cl)cc1Cl
→ 18%	3
COc1ccc(C2=Nc3ccccc3OC2)cc1
→ i	.
COC(=O)C1=C(C)NC(=O)NC1c1ccc(-c2ccc(Cl)cc2)o1 (stereo unspecified)
→ -7%	0
O=C(NN1C(=O)NC2(CCCCC2)C1=O)c1ccc(Cl)c(Cl)c1
→ ?	.
CCCCNS(=O)(=O)c1ccc(NC(=O)c2c(-c3ccccc3Cl)noc2C)cc1
→ -4%	1
CCOC(=O)c1ccc(N2C(=O)C3CCOc4ccccc4C32)cc1 (stereo unspecified)
→ ?	.
CC(=O)Nc1ccc(OCCOc2ccc([N+](=O)[O-])cc2)cc1
→ ?	.
COc1ccccc1CNC(=O)CCC1N=C2c3ccccc3N=C(SCC(=O)NCC3CCCO3)N2C1=O (stereo unspecified)
→ 13%	12
COc1ccc(CCNC(=O)C(=O)NCc2ccccn2)cc1
→ 15%	-5
CC(=O)c1ccc(NC(=O)/C=C/c2ccc(C)cc2)cc1
→ ?	.
O=C1C(=C(O)c2ccccc2)C(=O)c2ccccc21
→ ?	.

Exported with each value named: entries from further up.
molecule: O=C(NN1C(=O)NC2(CCCCC2)C1=O)c1ccc(Cl)c(Cl)c1
  S3 lipid droplet = ?
  S3 lipid droplet cell count max = .
molecule: CCCCNS(=O)(=O)c1ccc(NC(=O)c2c(-c3ccccc3Cl)noc2C)cc1
  S3 lipid droplet = -4%
  S3 lipid droplet cell count max = 1
molecule: CCOC(=O)c1ccc(N2C(=O)C3CCOc4ccccc4C32)cc1 (stereo unspecified)
  S3 lipid droplet = ?
  S3 lipid droplet cell count max = .
molecule: CC(=O)Nc1ccc(OCCOc2ccc([N+](=O)[O-])cc2)cc1
  S3 lipid droplet = ?
  S3 lipid droplet cell count max = .

Following part.
The line under a structure holds: S3 lipid droplet	S3 lipid droplet cell count max
CCCc1cc(=O)oc2c3c(cc(OCC(=O)N[C@@H](CSC)C(=O)O)c12)OC(C)(C)CC3
→ ?	.
Clc1ccc(-c2noc(CN3CCCC3)n2)cc1
→ i	.
C=CCSc1nnc(-c2sc(-c3ccccc3)nc2C)n1C
→ ?	.
CCOC(=O)C1(Cc2ccccc2C(F)(F)F)CCN(CCCn2cccn2)CC1
→ ?	.
Cc1ccccc1-c1nnc(SCC(=O)NCc2ccc3c(c2)OCO3)n1C
→ ?	.
Cc1cc(C)c(NC(=O)Nc2ccccc2)c(C)n1
→ ?	.
O=C(NNC(=O)c1cc(-c2ccccc2Cl)nc2ccccc12)c1csc(N2CCOCC2)n1
→ ?	.
CCN1C(=O)CSc2ccc(C(=O)NCc3ccccc3)cc21
→ i	.
O=C(c1ccc(Cl)cc1)c1ccc(OCC(O)CN2CCOCC2)cc1 (stereo unspecified)
→ ?	.
CN(CC(=O)Nc1cccc(F)c1)C(=O)c1ccc(-c2ccc(Cl)cc2)o1
→ i	9
COc1ccc(C2CC(c3ccc(Cl)cc3Cl)Nc3nc(N)nn32)cc1 (stereo unspecified)
→ ?	.
Cc1ccc(CNC(=O)C2CC(c3ccccc3C(F)(F)F)=NO2)cc1 (stereo unspecified)
→ ?	.
CC1CC(C)(C)NC(=S)N1CC(=O)NCc1ccc(Cl)cc1 (stereo unspecified)
→ 15%	-7
CCN(CC)C(=S)NC(=O)c1cccnc1
→ -21%	2
CCn1c(CSc2nc3ccccc3s2)nnc1SCC(N)=O
→ ?	.
CCCn1nc(NC(=O)c2cccs2)c2cc3cc(OC)ccc3nc21
→ ?	.
CC(=O)NC(C1C(=O)CC(C)(C)CC1=O)(C(F)(F)F)C(F)(F)F
→ i	.
O=C(CCC(=O)Nc1ccc(Cl)cc1)N/N=C/c1ccc2c(c1)OCO2
→ i	-4
COc1cc(/C=C(/NC(C)=O)C(=O)O)cc(Cl)c1OCc1ccc(Br)cc1
→ -1%	6
Cc1cc(C(=O)Nc2ccccc2Cc2ccccc2)no1
→ i	-16
O=C(c1ccccc1F)N(NC(=O)C(O)(c1ccccc1)c1ccccc1)c1ccccc1
→ -2%	-4
O=C(O)c1cccc([N+](=O)[O-])c1C(=O)Nc1ccc2ccccc2c1
→ ?	.
O=S(=O)(Nc1ccc(Cl)c(C(F)(F)F)c1)c1cnc[nH]1
→ ?	.
CN(CCOc1ccc(Cl)cc1)CC(=O)Nc1ccc(OC(F)(F)F)cc1
→ ?	.

An excerpt; count on the stated rates, not on these rows.
